Screening results: PubChem BioAssay, Icahn School of Medicine at Mount Sinai
ROC1-CUL1 inh: human ROC1-CUL1 E3 ligase inhibition | P62877+Q13616 | in vitro K48 di-Ub FRET, acceptor:donor ratio, 45 min | inhibition, % at 10 µM | actives 0.6% (n = 140,000) | AID 1347404; in the data active means inhibition above about 25%
Target sequence (P62877 whole entry, looked up): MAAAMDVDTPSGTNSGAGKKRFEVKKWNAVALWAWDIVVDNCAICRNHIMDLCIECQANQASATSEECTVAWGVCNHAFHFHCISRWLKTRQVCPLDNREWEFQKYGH
Target sequence (Q13616 whole entry, looked up): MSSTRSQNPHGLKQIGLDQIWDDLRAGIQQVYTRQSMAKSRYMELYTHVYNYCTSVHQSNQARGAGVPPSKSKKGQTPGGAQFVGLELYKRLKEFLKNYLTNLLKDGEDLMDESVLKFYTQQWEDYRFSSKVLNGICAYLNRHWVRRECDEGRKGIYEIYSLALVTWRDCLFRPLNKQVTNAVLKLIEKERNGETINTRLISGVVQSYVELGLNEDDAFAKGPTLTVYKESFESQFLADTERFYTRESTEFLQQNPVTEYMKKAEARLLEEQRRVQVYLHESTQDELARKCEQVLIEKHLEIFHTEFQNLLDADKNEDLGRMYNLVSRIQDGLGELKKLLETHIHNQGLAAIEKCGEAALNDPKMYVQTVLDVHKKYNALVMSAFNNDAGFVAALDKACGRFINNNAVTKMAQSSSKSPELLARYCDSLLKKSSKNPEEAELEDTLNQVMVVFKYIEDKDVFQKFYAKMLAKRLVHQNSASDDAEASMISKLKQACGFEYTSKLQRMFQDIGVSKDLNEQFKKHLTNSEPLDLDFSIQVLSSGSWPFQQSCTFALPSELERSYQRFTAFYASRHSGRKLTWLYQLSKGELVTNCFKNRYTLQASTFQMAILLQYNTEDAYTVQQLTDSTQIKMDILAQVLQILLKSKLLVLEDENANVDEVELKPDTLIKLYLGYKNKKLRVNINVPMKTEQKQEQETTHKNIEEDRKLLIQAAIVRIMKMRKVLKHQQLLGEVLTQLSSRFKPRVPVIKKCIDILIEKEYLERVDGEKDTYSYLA
* marks the source's active call; other numbers are inactive results.

SMILES | ROC1-CUL1 inh
COC(=O)c1cccc(-c2cc(-c3cccs3)cc(-c3cccc(C(=O)OC)n3)n2)n1 | 5
O=C(O)CCC(=O)N1N=C(c2cccs2)CC1c1cccs1 (stereo not given) | 8
C/C=C/Cn1c(=O)c2c(nc3n(C(C)c4ccccc4)c(C)cn23)n(C)c1=O (stereo not given) | 5
O=C(COc1cc(Cl)c(Cl)cc1Cl)Nc1ccccc1 | -1
CC1CCN(CC(=O)N2c3ccccc3C(C)(c3ccc(Cl)cc3)CC2(C)C)CC1 (stereo not given) | -6
Cc1cccc(-n2ccnc2[C@@H]2C[C@H]3CN(c4ccccc4)C(=O)[C@]34CCCN24)c1 | -1
CSc1ccc(-c2nc3cccc(C)n3c2Nc2ccc(Cl)cc2)cc1 | 1
Cc1ccc(C(=O)N(C)C)cc1NS(C)(=O)=O | -5
COc1ccc(-c2cc(-c3ccccc3)nc3sc(C(C)=O)c(N)c23)cc1 | -8
Cc1sc2nc(C(Cl)Cl)[nH]c(=O)c2c1-c1ccccc1 | 6
O=C1CCC2C(=O)N(CC(=O)N3CCCCC3)C(=O)C2C1 (stereo not given) | -6
O=C(/C=C/c1ccc([N+](=O)[O-])o1)c1ccco1 | -10
Cn1cnnc1CCNc1nccc(-c2cnn(-c3ccccc3Cl)c2)n1 | 10
COc1ccccc1CNC(=O)CS(=O)Cc1nc(-c2ccc(OC)c(OC)c2)oc1C (stereo not given) | -1
Cc1cnc(C)c(N2CCN(C(=O)Cn3nnnc3CN3CCC(C)CC3)CC2)n1 | 8
COc1ccc(CC(=O)NCC2CCCN(Cc3nc4ccc(F)cc4[nH]3)C2)cc1 (stereo not given) | -7
COc1ccc(OCCCC(=O)Nc2cc(OC)ccc2OC)cc1 | 1
CCCOc1ccccc1NC(=O)/C=C/C(N)=O | -1
O=c1[nH]c(-c2ccccc2)nc2c1oc1ccccc12 | 1
CCCn1c2ccccc2c2cnn(CC(=O)NCCCN(Cc3ccccc3)C(C)C)c(=O)c21 | 2
COc1ccc(CN2C(=O)O[C@@H]3CN(c4ncccn4)C[C@@H]32)cc1OC | 0
O=C1NC(=O)c2cc(S(=O)(=O)N3CCCCC3)cc3cccc1c23 | 20
Cn1cc(C(=O)NCCc2ccc(Cl)cc2)c(=O)c2cc(S(=O)(=O)N3CCCCC3)ccc21 | 16
Cc1cc(C)c(NC(=O)CN2C(=O)c3cccnc3Oc3ccc(Cl)cc32)c(C)c1 | 3
C(=N/Nc1nccs1)/c1cccc(OCc2ccccc2)c1 | 4

The results go on:
SMILES | ROC1-CUL1 inh
CCCOc1ccc(CC(=O)Nc2ccc(Cl)cc2)cc1OC | 7
COc1ccc(C(=O)NC(=S)NNC(=O)COc2ccccc2)cc1 | 0
COc1cccc(NC(=O)CSc2nc3c([nH]c4ccccc43)c(=O)n2-c2cccc(Cl)c2)c1 | 2
Cc1cc2nn(-c3ccc(F)cc3)nc2cc1NC(=O)c1ccc(C(C)(C)C)cc1 | -10
CCOC(=O)c1cc2c(=O)n3ccccc3nc2n(C(C)C)c1=NC(=O)c1c(-c2c(F)cccc2Cl)noc1C | 1
COc1ccc(N2CCN(C(=O)c3cccc(F)c3)CC2)cc1 | -2
Cc1cccc(C(=O)Nc2cc3nn(-c4ccc(C(C)C)cc4)nc3cc2C)c1 | -6
Cc1onc(-c2c(Cl)cccc2Cl)c1C(=O)Nc1sc2c(c1C(N)=O)CCC(C(C)(C)C)C2 (stereo not given) | 10
c1ccc2c(c1)CSc1sccc1C2=C1CCNCC1 | -4
O=C(NCCC1=CCCCC1)C1CC12CCN(C(=O)CCc1cccnc1)CC2 (stereo not given) | 1
Cc1nc2n(n1)-c1nc3cc(Cl)ccc3cc1CS2 | 1
CCc1ocnc1C(=O)NCc1cccnc1N1CCOCC1 | 8
O=C(CSc1nc2ccc(N=Cc3cc(Br)cc(Br)c3O)cc2s1)Nc1ccc(F)cc1 | 14
Cc1cc(C)c(S(=O)(=O)Nc2ccccc2I)c(C)c1 | 0
CC(C)c1ccc(Sc2ccc(Cl)cc2CC(=O)O)cc1 | 3
COc1ccc(C(=O)NCc2nnc(SCC(=O)N3CCN(c4ccccc4)CC3)n2C)cc1 | 0
COc1ccc(C2(CC(=O)N3CCC(Oc4ccc(F)cc4)CC3)CC(=O)N(C3CC3)C2=O)cc1 (stereo not given) | -12
COc1ccc(C(=O)CSc2nnc(SCC(=O)c3ccc(OC)cc3)s2)cc1 | 1
O=C(Nc1ccc(C(=O)c2ccccc2)cc1)c1cccc(Cl)c1 | -2
COc1ccc(NC(=O)C2C(C)=Nc3c(C(=O)Nc4ccc(C)cc4)cnn3C2c2cccc(Cl)c2)cc1 (stereo not given) | 4
Cc1nn(CCC(=O)Nc2ccc(Cl)cc2)c(C)c1S(=O)(=O)N1CCCCC1 | -3
CCN1CCN(CCCNC(=O)c2cnn(-c3ccc(C)cc3)c2C2CCN(C(=O)OC(C)(C)C)CC2)CC1 | -14
O=C(Nc1ccc(S(=O)(=O)N2CCCCCC2)cc1)c1cc(=O)c2ccccc2o1 | 1
COc1ccc(OC)c(NC(=O)N2CC(C)Oc3ccc(C)cc32)c1 (stereo not given) | -1
O=C(c1ccc(Cl)s1)N1CCN(c2ccccc2F)CC1 | 7

Additional records.
SMILES | ROC1-CUL1 inh
COC(=O)C1CCCCN1C(=O)c1c(OC)cc(=O)n2c1CCN(Cc1ccc(C(C)C)cc1)CC2 (stereo not given) | 1
COc1cc(/C=C2\C(=O)N(c3ccc(S(N)(=O)=O)cc3)N=C2C(F)(F)F)ccc1OCCc1ccccc1 | -5
O=C(Nc1sc2c(c1C(=O)Nc1ccccc1)CCC2)c1ccccc1 | 7
COc1ccccc1C(=O)OCc1cc(=O)n2nc(-c3cccs3)sc2n1 | -5
Cc1nnnn1-c1ccc(Cl)cc1 | 6
CCC(=O)Nc1ccc2nc(SCc3ccc(C)cc3)sc2c1 | -3
CC(=O)N1CCc2c(sc3c2c(=O)n(Cc2ccccc2)c(=O)n3Cc2ccccc2Cl)C1 | -9
Cc1ccnc(NC(NC(=O)c2ccco2)(C(F)(F)F)C(F)(F)F)c1 | -5
Cc1ccc(S(=O)(=O)c2cc3c(=O)n4ccccc4nc3n(CCO)c2=N)cc1 | 17
CCCOc1ccc(NCC(=O)Nc2ccc(C)cc2C)cc1 | 2
c1ccc(N[n+]2ccc3ccccc3c2)nc1 | 2
NN1C(=O)/C(=C\c2ccc(O)cc2)SC1=S | 7
CC(c1ccccc1)n1c(CCO)nc2ccccc21 (stereo not given) | 3
C=CCCCCCCCCC(=O)Nc1cccnc1Cl | -5
O=S(=O)(c1ccc2ccccc2c1)N1CCSC1c1ccc(Cl)cc1Cl (stereo not given) | 4
CC(C)C(=O)Nc1ccc2c(c1)nc1n2CCOC1 | 12
O=C(NCc1cccc(Cl)c1)C(=O)Nc1ccc2nc3n(c(=O)c2c1)CCCCC3 | -7
O=[N+]([O-])c1ccc(N/N=C\c2ccc3c(c2)OCO3)nc1 | 9
N#CC(C(=O)c1ccc(F)cc1)c1nc2ccccc2s1 (stereo not given) | 3
CC(=O)Nc1ccc2ccccc2c1C#N | -5
COc1cccc(C(=O)Nc2ccccc2C(=O)OCc2cc(=O)n3c(C)csc3n2)c1 | -11
CCc1c(C)nc2nncn2c1NCc1ccc(OC)cc1 | 3
CCOc1ccccc1NC(=O)C1CCN(S(=O)(=O)c2ccc3[nH]c4c(c3c2)CCCCC4)CC1 | 10
CN1C(=O)C(Sc2ccccc2C(=O)O)C(=O)c2ccccc21 (stereo not given) | 7
COc1ccc(NC2CCCN(C(=O)C3CCN(C(C)C)CC3)C2)cc1 (stereo not given) | 7

Carrying on.
SMILES | ROC1-CUL1 inh
Cc1ccc(NCc2nnc(SCC(=O)Nc3c(C)cccc3C)o2)c(C)c1 | 5
C#CCNc1ccncc1S(=O)(=O)NC(=O)NC(C)C | -2
C=C(C)COc1ccccc1NC(=O)c1ccco1 | 0
CCn1cc(CNC(=O)c2cc(-c3ccc(C)cc3)nc3ccc(Br)cc23)c(C)n1 | -1
Cc1ccccc1OCC(=O)Nc1ccc2nc(SCCOc3ccccc3)sc2c1 | -4
Cc1cccc(Cn2c(SCc3ccc(C(=O)NCCc4ccccc4)cc3)nc3ccncc32)c1 | -1
O=C1NC(=Nc2cccc(C(F)(F)F)c2)S/C1=C\c1c(F)cccc1Cl | 0
Cc1nc(CN(C)C(=O)CC2(c3ccccc3)CC(=O)N(CCCOc3cccnc3)C2=O)cs1 (stereo not given) | 3
CC(C)c1cc2c(c(=O)n1-c1ccccc1)C(=O)C(I)C(=O)O2 (stereo not given) | 3
COc1ccc2nc(C)cc(Nc3ccc(Cl)c(Cl)c3)c2c1 | 11
Cc1ccccc1OCCSc1nc(C)c(Cc2ccccc2)c(=O)[nH]1 | -6
Cc1cccc(COc2ccccc2/C=C2\C(=O)NN(c3ccccc3)C2=O)c1 | 8
CC(=O)c1ccc(NC(=O)c2ccc3nc(-c4ccccc4)c(-c4ccccc4)nc3c2)cc1 | -6
O=C(Nc1ccc2ccccc2c1)C(Cc1ccc2c(c1)OCO2)=NC(=O)c1ccco1 | 4
Cc1ccc(NC(=O)CNc2ccc(OC(C)C)cc2)c(C)c1 | 9
NCC(=O)N1CCCC1c1ccc(C(=O)N2CCOC3(CCCC3)C2)s1 (stereo not given) | 2
c1ccc(Cc2nnc3sc(-c4cccnc4)nn23)cc1 | 2
CCOC(=O)C1(Cc2ccccc2C)CCCN(C(=O)c2cn(C)c3ccccc3c2=O)C1 (stereo not given) | -3
COc1cccc(CCC2CCCN(C(=O)CCN3CCCO3)C2)c1 (stereo not given) | 8
CCCc1c(C(=O)N2CCOCC2)nnn1-c1ccccc1 | -3
COc1cc(-c2[nH]ncc2CN(CC2CCC(=O)N2)C(C)C)cc(OC)c1OC (stereo not given) | -10
CC1=NC2=C(C(=O)CC(C)(C)C2)C(c2ccc3c(c2)OCO3)C1C(=O)Nc1cc(C(F)(F)F)ccc1Cl (stereo not given) | -8
Cn1ncc(Cl)c1C(=O)N/N=C/c1ccccn1 | -15
CC1CC(C)CN(CC(=O)N2CCC(C(N)=O)CC2)C1 (stereo not given) | 0
CCCC1CCc2c(sc(NC(=O)c3cc(C)on3)c2C(N)=O)C1 (stereo not given) | -3

Reformatted with values ahead of the structure: seven of the compounds above.
ROC1-CUL1 inh | SMILES
3 | Cc1nc(CN(C)C(=O)CC2(c3ccccc3)CC(=O)N(CCCOc3cccnc3)C2=O)cs1 (stereo not given)
-4 | Cc1ccccc1OCC(=O)Nc1ccc2nc(SCCOc3ccccc3)sc2c1
0 | CC1CC(C)CN(CC(=O)N2CCC(C(N)=O)CC2)C1 (stereo not given)
-8 | CC1=NC2=C(C(=O)CC(C)(C)C2)C(c2ccc3c(c2)OCO3)C1C(=O)Nc1cc(C(F)(F)F)ccc1Cl (stereo not given)
3 | CC(C)c1cc2c(c(=O)n1-c1ccccc1)C(=O)C(I)C(=O)O2 (stereo not given)
4 | O=C(Nc1ccc2ccccc2c1)C(Cc1ccc2c(c1)OCO2)=NC(=O)c1ccco1
-2 | C#CCNc1ccncc1S(=O)(=O)NC(=O)NC(C)C

Other structures
SMILES | ROC1-CUL1 inh
Cc1ccc(-n2c(SCC(=O)N3CCc4ccccc43)nc3c([nH]c4ccccc43)c2=O)cc1 | 2
Cc1[nH]nc2c1C(c1ccc(Cl)cc1Cl)C(C#N)C(=N)O2 (stereo not given) | 6
COc1ccccc1CNC(=O)C1C(=O)N=C2C=C(C)C=CN2C1=O (stereo not given) | -8
COC1CCCN(C(=O)c2coc(COc3ccc(F)cc3Cl)n2)C1 (stereo not given) | 0
COc1ccc(-c2c(C)oc3cc(OC(=O)c4cccs4)ccc3c2=O)cc1OC | 5
O=C(CSc1ccc2ccccc2n1)N/N=C/c1ccc(F)cc1 | 2
CC(C)(C)c1ccc(C(=O)Oc2ccc([N+](=O)[O-])cc2)cc1 | 1
O=C(Cn1nc2c(cc1=O)CCCC2)Nc1ccc(F)cc1F | -10
c1ccc(N=c2cc(C(=C3SCCS3)c3ccccc3)ss2)cc1 | 1
Cc1cccc(C(=O)Nc2ccc(-c3nnc(SCC(=O)c4ccc5ccccc5c4)n3Cc3ccccc3)cc2)c1 | 6
O=C(Cn1c(=O)n(Cc2ccco2)c(=O)c2sc3ccccc3c21)Nc1ccccc1C(F)(F)F | -5
CCCc1nnc2c(N3CCN(C)CC3)nc3ccc(Cl)cc3n12 | 5
CCOC(=O)c1ccc(N=C2S/C(=C/c3ccccc3)C(=O)N2CC)cc1 | 10
N#Cc1c(-c2ccccc2)nc[nH]c1=O | 2
N=C(CC(=O)c1cccs1)C(Cl)(Cl)Cl | 15
Cc1c(Cl)cccc1NC(=O)CCn1nc(C)c2c(C)n(-c3ccccc3)nc2c1=O | -6
Clc1ccc(-c2nnn(CN3CCCCC3)n2)cc1 | 1
CCOC(=O)C1CN(S(=O)(=O)c2ccc(C)cc2)CCN1S(=O)(=O)c1ccc(C)cc1 (stereo not given) | 2
CCc1ccc(NC(=O)c2c(CC)noc2C)cc1 | 0
COc1ccc(NC(=O)c2nnn(Cc3nc(-c4cc(OC)c(OC)c(OC)c4)oc3C)c2C)cc1 | -2
c1ccc2c(c1)c1ccccc1n2Nc1nc(Nn2c3ccccc3c3ccccc32)nc(Nn2c3ccccc3c3ccccc32)n1 | -1

In another format: 4 of the compounds above
SMILES: CCOC(=O)c1ccc(N=C2S/C(=C/c3ccccc3)C(=O)N2CC)cc1
  ROC1-CUL1 inh: 10

SMILES: N#Cc1c(-c2ccccc2)nc[nH]c1=O
  ROC1-CUL1 inh: 2

SMILES: N=C(CC(=O)c1cccs1)C(Cl)(Cl)Cl
  ROC1-CUL1 inh: 15

SMILES: Cc1c(Cl)cccc1NC(=O)CCn1nc(C)c2c(C)n(-c3ccccc3)nc2c1=O
  ROC1-CUL1 inh: -6

This is a subset; count on the stated rates, not on these rows.
